Screening data from PubChem.
PAX8 inh HTS: inhibitors of PAX8-driven TPO luciferase reporter, primary screen, RMG-I cells, single concentration; SteadyGlo, 24 h; inhibition, % at 12.6 µM; actives 1.2% (n = 360,000);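 active = mean replicate inhibition at least 60% with every replicate also reaching 60%; inconclusive = only one of the two criteria is met; inactive = mean below 60% and not all replicates reaching 60%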;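 also: luciferase light reporting Pax8 driven TPO promoter activity; plate controls were median of neutral control wells for no effect and mitoxantrone controls for full effect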
miR122 inh: miR-122 Renilla sensor signal increase in Huh7, primary screen, miR-122 inhibitor project, cell-based, single point, plate reader; Huh7 miR-122 Renilla luciferase sensor, 48 h; neutral wells = 0, positive control = 100; activation (reporter increase), % at 12.5 µM; actives 0.3% (n = 340,000); AID 602342, 2012;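 active = mean replicate activation score at least 90 and every replicate individually at or above 90; inconclusive = only one of the two criteria met; inactive = neither criterion met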;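 also: higher luciferase means less miR-122 activity so hits act as miR-122 inhibitors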
PGC1a acetyl inh: inhibitors of PGC1a acetylation signal, primary screen, cell-based, U2OS, AlphaScreen, inhibitor mode. AlphaScreen anti-acetyl-lysine; with virally co-expressed GCN5 acetyltransferase. inhibition, % at 15.6 µM. actives 0.17% (n = 350,000);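 active = every replicate shows inhibition of at least 40%; inconclusive = mean inhibition at least 40% but some replicate below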;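 also: 0% = neutral control wells and 100% = positive control wells; some results beyond the cut were filed as inactive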
LGR2 inh: inhibitors of bursicon-induced LGR2 CRE-luciferase signal, primary screen, cell-based, HEK293, CRE-luciferase reporter, bursicon stimulation. inhibition, % at 9.99 µM. actives 0.35% (n = 380,000). Drosophila bursicon receptor LGR2 (rickets). bursicon-stimulated, 4 h;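 active = drop in luminescence signal, shown as inhibition above about 50% in the replicate tests, limit read from the data, passing the limit was not always enough; inconclusive = probably only some replicates passing the limit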;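 also: agonist challenge used bursicon conditioned medium at about half maximal strength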
Casp6 inh: human caspase-6 inhibitors, primary screen, biochemical, VEID-R110 fluorescence, single point, set 2. inhibition, % at 12.5 µM. actives 0.53% (n = 350,000). purified caspase-6, Z-VEID-R110 cleavage fluorescence. AID 686996, 2013;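 active = mean inhibition across replicates at least about 35%, with every replicate also reaching that limit, limit read from the data; inconclusive = only one of the two criteria met; inactive = neither criterion met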;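 also: 0% = median of neutral control wells and 100% = no fluorescence left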
Target sequence (P55212 24-179 limits assumed): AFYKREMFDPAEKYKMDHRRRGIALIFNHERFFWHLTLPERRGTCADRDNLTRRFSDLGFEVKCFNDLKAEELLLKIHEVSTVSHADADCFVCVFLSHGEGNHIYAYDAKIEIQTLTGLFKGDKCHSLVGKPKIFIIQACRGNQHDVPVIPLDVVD
Target sequence (P55212 194-293 limits assumed): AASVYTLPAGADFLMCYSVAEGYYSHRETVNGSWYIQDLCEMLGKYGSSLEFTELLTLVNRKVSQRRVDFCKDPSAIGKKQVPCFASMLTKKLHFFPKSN
Cneo AK release: Cryptococcus neoformans cell lysis inducers, primary screen, AK release luminescence, single concentration | C. neoformans lysis, adenylate kinase release luminescence, 4 h; normalised: neutral wells 0, clomiphene wells 100 | lysis activity, % at 15 µM | actives 0.2% (n = 360,000) | AID 651654, 2012;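 active = mean lysis activity across replicates of at least 80%, whatever share of replicates individually reach that level; inactive = mean lysis activity below 80%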
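Test system: log-phase Cryptococcus neoformans yeast cells; Quantity: yeast cell density of 5 × 10^6 cells/mL; Buffer or medium: YPD; Doses: single compound concentration per well; Timing: 4 h at 37 °C static, read 1 h later; Measured by: AK luminescence; Read-out basis: lysis from increased AK signal; Control set: Clomiphene as positive control.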
EWS-Fli inh: EWS/Fli-driven NR0B1 reporter inhibitors, primary screen, A673 cells, NR0B1 luciferase, luminescence, MLPCN library. viability-normalised. inhibition, % at 12.6 µM. actives 0.67% (n = 350,000);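 active = mean inhibition of at least 50% after viability correction, with every replicate also passing that limit; inconclusive = mean reaches 50% but only one of two replicates passes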;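 also: firefly luciferase signal divided by Alamar Blue viability fluorescence both relative to DMSO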
FN deposition inh: inhibitors of fibronectin matrix deposition, primary screen, AH1F cells, Alexa488-fibronectin fluorescence, plate reader; AH1F fibroblasts, overnight; inhibition, % at 12.6 µM; actives 0.086% (n = 350,000);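 active = mean inhibition across replicates of 30% or more, regardless of how many single replicates reach that level; inconclusive = mean under 30% yet at least half of replicates reach 30%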;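 also: positive control wells lacked labelled fibronectin entirely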
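Test system: AH1F fibroblast monolayer depositing Alexa488-labelled fibronectin into matrix. Input: 10000 cells per well. Technique: fluorescence, ex 485 nm, em 525 nm. Buffer or medium: DMEM plus 2% serum, read in PBS. Timing: 1 h cell adhesion before compound, then overnight fibronectin incubation. Compound: single dose, pinned. Read-out basis: inhibition from reduced deposited-fibronectin fluorescence.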
Starred values were filed as active, the others as inactive; ? = inconclusive; . = not tested or not shown; & = joins results of further samples; [ ] = dose if it differs, or a comment.

Values in the order: PAX8 inh HTS	miR122 inh	PGC1a acetyl inh	LGR2 inh	Casp6 inh	Cneo AK release	EWS-Fli inh	FN deposition inh
[1] C[C@H]1CN([C@@H](C)CO)C(=O)c2cccc(NC(=O)Nc3ccccc3)c2O[C@@H]1CN(C)Cc1ccc2c(c1)OCO2
 : 0	68[16.7 µM]	-17	28	-1	5	-2	.
[2] COCC(=O)Nc1ccc2c(c1)C(=O)N(C)C[C@H](OC)[C@@H](C)CN[C@H](C)CO2
 : 8	-7[16.7 µM]	7	17	.	-2	4	-13
[3] COc1ccccc1/C=C/C(=O)N1CCN(S(=O)(=O)c2cc(C)ccc2C)CC1
 : 20	.	6	17	1	1	7	4
[4] COc1cccc(CN2CCN(CC#Cc3ccccc3)CC2CCO)c1 (stereo unspecified)
 : 31	.	.	-3	2	0	8	-1
[5] O=C(CSc1nnc(CNC(=O)c2ccco2)o1)Nc1ccc(F)cc1
 : -12	3	-1	5	2	1	.	8
[6] OC(CN1CCOCC1)Cn1cnc2ccccc21 (stereo unspecified)
 : -6	0	-2	8	-2	1	6	-5
[7] Cc1cccc(C(=O)N2CCC(N3CCC(C(=O)N4CCOCC4)CC3)CC2)c1
 : 15	-8	.	-10	6	-1	6	0
[8] CC(C)NC(=O)N[C@H]1C=C[C@H](CC(=O)NCc2ccc(Oc3ccccc3)cc2)O[C@@H]1CO
 : -1&-10	.	2	7&-25	-1&0	-3	5&8	-6&0
[9] Cc1nc2nc(SCC(=O)NCCCN3CCCC3)nn2c(C)c1Cc1ccccc1Cl
 : 2	-5	2	9	-19	-1	6	9
[10] COc1ccc(CN(C)C[C@@H]2Oc3ccc(NC(=O)Nc4ccc5c(c4)OCO5)cc3CC(=O)N([C@H](C)CO)C[C@H]2C)cc1
 : -4	0[16.7 µM]	8	-4	3	45	5	-2
[11] CC(C)c1ccc(NC(=O)COC(=O)C2CCCCC2)cc1
 : -19	4	-11	-11	2	1	-12	4
[12] O=C(O)CCCC(=O)Nc1ccccc1Oc1ccccc1
 : 5	.	.	5	1	.	6	12
[13] O=C(Nc1ccccc1)c1cn(CCBr)cn1
 : -112	-6	3	-21	-21	0	-34	4
[14] C#CCOCCOCCOCCNc1nc(N2CCN(C(=O)[C@H](CCCCN)n3cc([C@@H](N)[C@H](C)CC)nn3)CC2)nc(N2CCN(C(=O)[C@H](CCC(=O)O)n3cc([C@@H](N)CCCCN)nn3)CC2)n1
 : -22	-7	.	10	-330	-6	-3	-3
[15] COc1ccc(S(=O)(=O)N2CCC[C@H]2C(=O)N2CCC[C@H]2C(=O)N[C@@H](C)c2ccccc2)cc1C
 : -14	.	.	14	-3	.	10	-1
[16] Cc1cccc(NC(=O)C2C(c3ccccc3)C2(Cl)Cl)c1C (stereo unspecified)
 : 14	-2	-8	.	.	1	.	-2
[17] O=C(C[C@@H]1CC[C@H](NC(=O)CCN2CCCCC2)[C@@H](CO)O1)NCc1ccc(Cl)c(Cl)c1
 : 6	8[16.7 µM]	-7	-3	-8	3	5	-8
[18] Cc1ccsc1/C=N/NC(=O)C1C(=O)NCC1c1ccccc1 (stereo unspecified)
 : 12	.	.	-12	3	.	-8	-4
[19] CC(C)C#Cc1ccc2c(c1)O[C@H](CN(C)C(=O)C1CCCCC1)[C@H](C)CN([C@H](C)CO)S2(=O)=O
 : .	3[16.7 µM]	-3	10	.	.	5	.
[20] c1ccc(C2CN3CCSC3=N2)cc1 (stereo unspecified)
 : -9	-5	-4	5	4	4	-4	3
[21] C[C@H](CO)N1C[C@H](C)[C@H](CN(C)C(=O)Cc2cccnc2)Oc2cc(-c3cncnc3)ccc2S1(=O)=O
 : 12	3[16.7 µM]	9	-1	-4	-1	3	-2
[22] COCCNC(=O)CN1CCC(NC(=O)C(C)(C)C)CC1
 : .	.	?	-7	0	-1	4	.
[23] CCCCn1c(N)c(N(CCC(C)C)C(=O)c2ccc(C)c(S(=O)(=O)N3CCOCC3)c2)c(=O)[nH]c1=O
 : 3	.	.	-18	1	.	9	-7
[24] CCCCNC(=O)C[C@@H]1C[C@@]2(C(=O)OC)CC(C)(C)CC=C2N(CCc2ccc(OC)c(OC)c2)C1=O
 : -10	.	.	3	3	.	-1	6
[25] CCCNC(=O)N1C2=NC(C(=O)OC)=C(C(=O)OC)[C@@H]3N(Cc4ccccc4)c4ccccc4[C@]23C[C@H]1CO
 : 19	5	-13	12	-2	1	1	8
[26] Cc1c(C(=O)OCC(=O)N(CC(C)C)c2c(N)n(Cc3ccccc3)c(=O)[nH]c2=O)oc2ccccc12
 : 10	-3	7	5	46*	0	9	3
[27] CC(C)CCNC(=O)c1c(CSc2ccccc2)noc1C(=O)NCc1ccccc1
 : -1	-2	.	10	5	-1	13	-3
[28] Cc1ccc(S(=O)(=O)N(C)C[C@@H]2Oc3ncc(-c4ccncc4)cc3C(=O)N([C@H](C)CO)C[C@@H]2C)cc1
 : .	0[16.7 µM]	-11	-6	-1	0	-2	-5
[29] COc1cccc(NC(=O)c2ccc(-c3ccccc3[N+](=O)[O-])o2)c1
 : -24	.	.	-69	-3	.	-27	4
[30] CCc1cccc(C)c1NC(=O)c1cc(=O)[nH]c2ccc(S(=O)(=O)N3CCOCC3)cc12
 : -9	-2	7	4	-6	0	-5	-1
[31] C[C@@H]1CN([C@@H](C)CO)C(=O)c2cc(NC(=O)c3ccncc3)ccc2O[C@@H](C)CCCCO[C@@H]1CN(C)C(=O)NC1CCCCC1
 : -1	2[16.7 µM]	0	-6	2	-3	-4	.
[32] C[C@H]1CN([C@@H](C)CO)C(=O)Cc2cc(NC(=O)CCN3CCOCC3)ccc2O[C@@H]1CN(C)S(=O)(=O)c1ccccc1
 : 15	-5[16.7 µM]	-6	-3	0	-3	-9	.
[33] Cc1cc(C)nc(SC/C=C/c2ccccc2)n1
 : -7	-3	-5	-29	1	-3	-52	1
[34] C[C@H]1CN([C@@H](C)CO)C(=O)c2cc(NC(=O)C3CC3)ccc2O[C@@H]1CN(C)S(=O)(=O)c1cn(C)cn1
 : .	-4[16.7 µM]	6	6	-1	-3	-8	.
[35] C[C@@H]1CN([C@H](C)CO)C(=O)c2cc(NS(=O)(=O)c3cccs3)ccc2O[C@H]1CN(C)Cc1ccc(Cl)c(Cl)c1
 : 0	0[16.7 µM]	-1	-1	-1	-1	6	.
[36] Cc1cc(S(=O)(=O)Nc2ccc(C(=O)NCC(c3ccco3)N3CCCCC3)cc2)ccc1F (stereo unspecified)
 : 11	1	-14	-3	3	-1	7	6
[37] Cc1ccccc1NS(=O)(=O)c1cc2c(cc1C)NC(=O)CO2
 : 12	9	4	-6	1	4	10	8
[38] CC(C)CC#Cc1ccc2c(c1)O[C@@H](CN(C)Cc1ccncc1)[C@H](C)CN([C@H](C)CO)S2(=O)=O
 : 92*	1[16.7 µM]	5	13	4	-5	40	.
[39] CC(Sc1nnc2ccccn12)C(=O)Nc1ccc2c(c1)OCCO2 (stereo unspecified)
 : -7	.	.	-2	3	.	-10	-1
[40] O=C(c1cnc(Cl)c(Cl)c1)N1CCN(S(=O)(=O)c2ccc(F)cc2)CC1
 : 6	-6	-3	0	-1	4	2	14
[41] O=C(CN1C(=O)c2ccccc2C1=O)Nc1ccccc1C(=O)N1CCCC1
 : -12	8	-7	.	.	-1	.	1
[42] O=[N+]([O-])c1cccc(COc2cccc(CN3CCCC3)c2)c1
 : -21	2	4	-9	-2	1	-19	-3
[43] COc1ccc(Cl)cc1NS(=O)(=O)c1cc(Br)cnc1N
 : -7	41	19	15	6	1	3	-25
[44] O=C(NCc1ccco1)c1ccc(N2CCOCC2)c([N+](=O)[O-])c1
 : -11	.	.	32	1	.	8	6
[45] CCCN(CC(=O)Nc1ccccc1C)C(=O)COc1c(C)cccc1C
 : -5	2	-2	-21	-1	2	-5	5
[46] COc1ccccc1N1CCN(/N=C/c2cc(Br)ccc2F)CC1
 : -84	4	24	-19	-1	-2	-74	-10
[47] CC(C)c1ccccc1NC(=S)NCc1ccncc1
 : 3	.	-4	9	-3	.	-7	-3
[48] C[C@@H]1CN([C@H](C)CO)C(=O)c2cc(NC(=O)Nc3ccc(F)cc3)ccc2O[C@@H](C)CCCCO[C@@H]1CN(C)CC1CCCCC1
 : 17	-22[16.7 µM]	-1	16	-1	7	59*	.
[49] Cc1ccc2nc(CN(C)C(=O)[C@H](CCc3ccccc3)NC(=O)[C@H]3O[C@@H](n4cnc5c(N)ncnc54)[C@H](O)[C@@H]3O)[nH]c2c1
 : 3	.	.	-12	1	.	0	-8
[50] CCOC(=O)CSc1nc2cc3c(cc2cc1C#N)OCCO3
 : -92	-1	?	-52	1	.	-86	6
[51] Cc1noc(C)c1S(=O)(=O)N(C)C[C@H]1Oc2ccc(NC(=O)NC(C)C)cc2CC(=O)N([C@@H](C)CO)C[C@@H]1C
 : -3	2[16.7 µM]	-5	-15	-1	-1	-1	.
[52] CCN(CC(=O)Nc1c(F)cccc1F)C(=O)CCc1ccc(OC)cc1
 : -12	.	.	.	-2	.	-12	8
[53] CN1C(=O)c2cc(NC(=O)c3cccc(F)c3)ccc2OC[C@H]2O[C@@H](CC(=O)NCc3ccccc3Cl)CC[C@H]21
 : 16	-4[16.7 µM]	-8	-9	1	-1	14	2
[54] N#CCC(=O)Nc1ccc(C(=O)OCC(=O)N2CCCC2=O)cc1
 : 5	-4	6	-2	3	-1	2	4
[55] O=C(CSc1nc2ccccc2s1)Nc1cc(S(=O)(=O)N2CCOCC2)ccc1Cl
 : 0	7	-11	-2	.	-1	.	-1
[56] O=C(CNC(=O)c1ccc2ccccc2c1)Nc1ncccc1O
 : -36	.	.	-7	10	1	-25	-4
[57] COc1cccc(NC(=O)N[C@H]2CC[C@H](CC(=O)NCc3ccccn3)O[C@@H]2CO)c1
 : 7	.	-2	18	-2	49	-5	2
[58] O=[N+]([O-])c1ccc(N2CCN(S(=O)(=O)c3ccccc3)CC2)cc1N1CCc2ccccc2C1
 : -6	.	.	8	-2	.	7	-1
[59] CCC(=O)NC[C@H]1[C@@H](c2ccccc2)[C@@H](CO)N1C(=O)C1CCC1
 : -7	-17[16.7 µM]	5	4	-2	5	-1	.
[60] CCCCCn1c(C(Cc2ccccc2)NC(C)=O)nc2ccccc21 (stereo unspecified)
 : 0	-6	2	-12	-1	6	3	4
[61] COc1ccc(S(=O)(=O)N2CCCCN3[C@H](C2)[C@@H](c2ccc(C#CC4CC4)cc2)[C@@H]3CO)cc1
 : 36	-28[16.7 µM]	1	6	.	-1	4	.
[62] CCCNC(=O)[C@H]1[C@H](CO)[C@H]2Cn3c(ccc(-c4ccccc4)c3=O)[C@H]2N1CC1CC1
 : -1	2[16.7 µM]	.	-27	7	-1	-1	.
[63] CCc1nn(CC(=O)NCCC2=CCCCC2)c(=O)c2cc3cc(F)ccc3n12
 : 15	1	4	10	1	1	13	4
